TAG inh: inhibitors of triacylglycerol accumulation, primary screen, cell-based, uHTS, fluorescence, H9c2; H9c2 cells, Nile Red lipid (TAG) fluorescence; cells loaded with 200 µM oleic acid; inhibition, % at 12.5 µM; 0.66% of 230,000 active;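 active = pattern-corrected inhibition of lipid staining of at least 50% with the nuclear-stain viability signal not falling by more than 50%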;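 also: 0% = DMSO wells and 100% = triacsin C control wells; some results filed as inactive read as strong as hits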
TAG inh DAPI viability: also measured in TAG inh; calls as there; DAPI nuclei signal change (viability), lower = more cytotoxic, %;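 whole-well DAPI fluorescence read on a plate reader as a viability signal; minus 50 percent equals half of cells still viable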
* marks the source's active call; other numbers are inactive results. The list is partial; rates above refer to the full screens.

mol,TAG inh DAPI viability,TAG inh
COc1ccc(CNC(=O)C2(C)Cc3c(-c4ccc5c(c4)OCO5)ccnc3O2)cc1OC (configuration not stated),-1,-24
CC(C)(O)C#Cc1ccc(C(=O)N2CCN(c3ccccc3)CC2)cc1,-3,4
Cc1cc(=O)[nH]c(-c2ccc(C(F)(F)F)cc2)n1,6,-4
COCCCNC(=O)c1ccc(-c2c(C)noc2C)c2ccoc12,-9,41
O=C(O)C(=Cc1ccncc1)c1cccc2ccccc12,-10,3
COC(=O)NCc1ccc2c(c1)OCO2,4,-10
Cc1ccc(C)c(NC(=O)NNS(=O)(=O)c2ccc(C)c(C)c2)c1,0,0
O=C(NC1=NCCS1)c1ccccc1,2,7
COc1ccccc1N(O)C1CC(=O)N(c2ccc(Br)cc2)C1=O (configuration not stated),1,9
CC(C)CC(=O)N1CCC(N(CCc2ccccc2)Cc2ccccc2)CC1,7,-4
CCCCc1ccc(NS(=O)(=O)N(C)C)cc1,-6,12
O=C1CN(C(=O)COC(=O)c2ccccc2NC(=O)c2ccco2)c2ccccc2N1,8,-3
Cc1cc(C)c2c(c1)/C(=N/NC(=S)Nc1ccc(F)cc1)CCC2,-9,6
Cc1cc(OCC(=O)OCC(=O)N(C)c2c(N)n(Cc3ccccc3)c(=O)[nH]c2=O)ccc1Cl,-2,-6
COc1cc(CCC(=O)OCC(=O)NCCc2ccc(S(N)(=O)=O)cc2)cc(OC)c1OC,5,6
COc1ccc(C(=O)Nc2cc(OC)c(Cl)cc2Cl)cc1,-1,-15
CNC(=S)N/N=C/c1ccc(-c2ccc(C(=O)O)cc2)o1,-1,8
COc1ccc(CNC(=O)c2sc(=S)n(-c3ccccc3)c2N)cc1,-3,-41
Cc1cccc(NC(=O)C2C(C(=O)O)C3C=CC2C32CC2)c1C (configuration not stated),-6,-11
Cc1cc(C)c(C)c(S(=O)(=O)N(C)CCc2ccccn2)c1C,7,2
S=C(c1ccc(N2CCCC2)cc1)N1CCCCC1,13,-21
O=C(c1ccccc1)C1CCc2occc2C1=O (configuration not stated),2,-6
O=C1CC(C(=O)Nc2ccc(F)cc2)n2cnnc2N1 (configuration not stated),-2,19
COC(=O)Nc1nc2ccc(SC(C)C)cc2[nH]1,-31*,52*
N#Cc1cccc(S(=O)(=O)NNC(=O)C23CC4CC(CC(C4)C2)C3)c1,2,-1
N#Cc1c(NCCCO)nc(NCc2ccccc2)c2c1CCN(Cc1ccccc1)C2,29,9
O=C(O)C(CC1CCCCC1)N1CCS(=O)(=O)CC1 (configuration not stated),-9,10
CCC1=C(OC(=O)N(CC)CC)N2C(=O)OC(=NCc3ccccc3)[C@]2(C)[C@H]2C1=CC[C@H]1C(=O)NC(=O)[C@H]12,4,-7
CO/N=C(/CS(=O)(=O)c1ccc(Br)cc1)c1ccc(OC)cc1,-18,9
Cc1ccc(/C=N/NC(=O)CNC(=O)c2cccc([N+](=O)[O-])c2C)o1,2,3

In the list so far, these have bromine:
mol,TAG inh DAPI viability,TAG inh
COc1ccccc1N(O)C1CC(=O)N(c2ccc(Br)cc2)C1=O (configuration not stated),1,9
CO/N=C(/CS(=O)(=O)c1ccc(Br)cc1)c1ccc(OC)cc1,-18,9

Next entries follow.
mol,TAG inh DAPI viability,TAG inh
Cn1cccc1C1C(C#N)=C(N)OC2=C1C(=O)CC(C)(C)C2 (configuration not stated),-4,9
COc1ccc(C(=O)CN2C(=O)NC3(CCc4ccccc43)C2=O)c(OC)c1 (configuration not stated),2,2
COCC(=O)N(CCc1ccc(OC)c(OC)c1)Cc1cc2cc(C)ccc2nc1Cl,-10,-2
CCN(Cc1ccccc1)C(=O)CSc1ccccc1C(=O)O,20,-17
COc1cccc2sc3cc(NCCCN4CCOCC4)ccc3c(=O)c12,91,1
CCCC(=O)c1cc2ccccc2oc1=O,-6,12
CCOc1ccccc1C(=O)NCC(=O)NCCCc1ccccc1,1,2
COc1ccccc1C(=O)N/C(N)=N/c1nc2ccccc2o1,-6,-4
CN1CCN(C(=O)c2cc(-c3ccco3)on2)CC1,3,7
O=C(CO/N=C/c1ccc(OC(F)F)cc1)NCc1ccc(F)cc1,-11,-6
CCOc1ccccc1-c1nnc(SCC(=O)NC2(C#N)CCCC2)o1,-3,2
CCOP(=O)(OCC)C(Nc1cccc([N+](=O)[O-])c1)c1ccccc1 (configuration not stated),-7,4
O=C(Nc1nc2c(F)cc(F)cc2s1)c1ccccn1,-8,46
O=C(COC(=O)c1cccc(O)c1)Nc1ccc(OC(F)F)cc1,10,-2
CCCCCCN1C[C@H](n2cc(C3CC3)nn2)[C@@H](O)C[C@@H]1c1ccc(Cl)cc1,10,3

Profiles as entered above:
Entry for COc1ccccc1C(=O)N/C(N)=N/c1nc2ccccc2o1 : TAG inh DAPI viability = -6; TAG inh = -4
Entry for Cc1cccc(NC(=O)C2C(C(=O)O)C3C=CC2C32CC2)c1C (configuration not stated) : TAG inh DAPI viability = -6; TAG inh = -11

Following part
mol,TAG inh DAPI viability,TAG inh
C[C@@H](C(=O)Nc1ccc2ccccc2c1)[C@H]1C[C@]1(C)[C@H](NC(=O)c1cnccn1)c1ccccc1,-13,3
CN1CCN(c2ccccc2NC(=O)c2ccc([N+](=O)[O-])o2)CC1,-46*,54*
Cc1ccc(NC(=O)COC(=O)Cc2ccsc2)cc1S(=O)(=O)N(C)C,4,14
CC(=O)c1ccc(S(=O)(=O)N2CCN(c3ccnc4cc(Cl)ccc34)CC2)cc1,12,-14
Cc1ccc(SCC(=O)NC2CC3CCC(C2)N3C)cc1 (configuration not stated),-15,7
O=C(COc1ccccc1O)NC1CCCC1,1,14
CC(=O)c1ccc(Cc2ccc(C(C)=O)cc2)cc1,-7,0
CCOC(=O)c1c(CC(C)C)csc1NC(=O)c1ccccc1C(=O)O,7,9
CCn1c(C)nnc1SCC(=O)Nc1ccc(N2CCOCC2)cc1,-2,0
c1cc2c3c(cccc3c1)NN=N2,-7,-2
CCOP(=O)(OCC)C(Nc1ccccc1)c1cccnc1 (configuration not stated),-6,5
COC(=O)C(CCSC)NC(=O)CNS(=O)(=O)c1ccc(Cl)cc1 (configuration not stated),-2,10
CC(=O)c1cnc2nc(C(F)(F)F)nn2c1C,6,-11
O=C(CCCCCNC(=O)c1ccccc1Br)N=Nc1c(O)[nH]c2ccccc12,-2,-4
CCOc1ccc(NC(=S)NCc2ccco2)cc1,-2,-7
O=S(=O)(N/N=C/c1ccc(N2CCOCC2)cc1)c1ccc(Br)cc1,6,-8
CCCn1nnnc1NCc1cccc(OC)c1,-4,11
O=C(c1ccc(F)cc1)c1ccc(OCC(=O)N2CCOCC2)cc1,-3,-7
COC(=O)c1ccc(CSc2ccc3nnc(-c4ccc(OC)c(OC)c4)n3n2)o1,-9,6
c1ccc(NC2=NCCN2CCC2CCCCC2)cc1,5,-11
CC(C)(C)c1cc(CCC(=O)N2CCNCC2)c(C(C)(C)C)cc1O,-14*,55*
O=C(NCc1ccccc1Cl)c1cc(C(=O)C2CC2)c[nH]1,-7,-7
O=C(NCC1CCCO1)C1CCCN(S(=O)(=O)c2cccc3nsnc23)C1 (configuration not stated),0,5
Cn1c(=O)[nH]c(=O)c2c1nc(Br)n2Cc1ccc(Cl)cc1,0,-13
Cc1ccccc1N1CCN(Cc2ccc([N+](=O)[O-])o2)CC1,12,6
Cc1sc2ncnc(NCCN3CCOCC3)c2c1C,-2,-9
Cc1ccc(-c2cc(C(=O)N3CCCC3)c3ccccc3n2)s1,102,10
CC(Nc1nc(-c2cccnc2)nc2ccccc12)c1ccccc1 (configuration not stated),7,-11
Cc1cccc2cc(/C=N/Nc3ccc(C(=O)O)cc3)c(Cl)nc12,14,21
CCN(CC(=O)Nc1ccc(NC(C)=O)cc1)C(=O)C1CC(=O)N(CCc2ccc(OC)c(OC)c2)C1 (configuration not stated),-1,-3
Cc1ccc(OCC(=O)Nc2ccc(N3CCN(C(=O)c4ccc(C)cc4)CC3)cc2)cc1,13,-32
C[C@@H]1CN([C@@H](C)CO)C(=O)CCCn2nncc2CO[C@@H]1CN(C)C(=O)CCC(F)(F)F,6,-5
O=C(c1ccc(Cl)cc1)N(Cc1ccccc1F)N1C(=O)CCCC1=O,2,1
Cc1ccc(Nc2cc(C)nc3nnnn23)cc1,3,5
CCOc1ccc(CN(CCC#N)C(=S)NC(=O)c2ccccc2)cc1,-3,-12
CN(CC(=O)Nc1ccccc1Cl)CC(=O)N(C)c1c(N)n(Cc2ccccc2)c(=O)[nH]c1=O,6,6
OC[C@H](O)[C@H](O)[C@@H](O)[C@@H](O)[C@@H]1SC(c2ccccc2)=NN1c1ccccc1,1,0
Cc1ccc(C(=O)Nc2ccc3c(c2)OCCO3)c(C)c1,-2,-9
CC(=O)Nc1ccc(Oc2cc(NC(C)=O)cc([N+](=O)[O-])c2)cc1,6,-12
CN1CCN(C(=O)CCc2ncc(C(F)(F)F)cc2Cl)CC1,1,-6
COC(=O)CC1c2cc(OC)c(OC)cc2CC(=O)c2cc(OC)c(OC)cc21 (configuration not stated),3,-14
CCc1nnc(NC(=O)CSc2nnc(-c3ccc(O)cc3)n2C)s1,-4,5
CCOC(=O)N/N=C(/C)c1cccc(-n2cnnn2)c1,-4,-24
CN(Cc1ccccc1)C(=O)c1nc2ccccn2c1CNCCCOc1cccnc1,0,1
CSc1nc(S(=O)(=O)c2ccc(C)cc2)c(N2CCOCC2)s1,-11,0
O=C(CSC(=S)N1CCCC1)NCC(=O)Nc1ccc(F)c(F)c1,0,2
CSc1ccc(Cl)c(C(=O)N(C)CC(=O)Nc2ccc(N3CCOCC3)cc2)c1,-2,3
C[C@H]1CN([C@@H](C)CO)C(=O)CCCn2cc(nn2)CO[C@@H]1CN(C)S(=O)(=O)c1ccccc1C#N,0,-12
O=C(Nc1ccc(-c2cn3ccccc3n2)cc1)c1ccc(Cl)cc1,5,19
CC(=O)NC1C(O)OC(CO)C(O)C1O (configuration not stated),10,-7
NCCCC[C@@H](C(=O)N1CCNCC1)n1cc([C@@H](N)CC(N)=O)nn1,6,5
Cc1cc(C(=O)Nc2ccc(Br)cc2)c2ccccc2n1,0,8
O=C(CSc1nccn(-c2ccc(Br)cc2)c1=O)NCc1ccccc1,-4,18
CCCC(=O)Nc1ccc(Cl)c(NC(=O)CC)c1,-3,13
NNC(=O)Cn1nc2n(c1=O)-c1ccccc1SC2,-2,-1
O=C(CCc1ccccc1)NNC(=O)c1ccccn1,-7,4
Cc1ccc(NC(=O)Cn2c(=O)oc3ccccc32)cc1,-4,-11
CC1CCCCN1Cc1ccc(-c2nn[nH]n2)cc1 (configuration not stated),10,-16
COc1cccc(/C=C/C(=O)NNC(=O)c2cc(C)oc2C)c1,-1,2
COc1ccc(/C=C2\SC(=S)N(CCCC(=O)N3CCOCC3)C2=O)cc1,-5,9

Additional compounds follow.
mol,TAG inh DAPI viability,TAG inh
CC(C)n1ncc2c(C(=O)N3CCN(c4ccc(F)cc4)CC3)cc(-c3ccccc3)nc21,-3,-20
O=C(NC1CCCCC1)C(c1cccnc1)N(C(=O)c1ccc(Cl)nc1)C1CCCCC1 (configuration not stated),-2,10
Cn1c(C(=O)N2CCCC(C(=O)NCc3ccc4c(c3)OCO4)C2)cc2sccc21 (configuration not stated),2,1
Cc1noc(C)c1COC(=O)C(c1ccccc1)c1ccccc1,-12,-1
COc1ccc(-c2nnc(SCc3ncc(-c4ccccc4)o3)o2)cc1,6,0
O=C(CSc1ccc(-c2cccc([N+](=O)[O-])c2)nn1)N1CCCCCC1,-2,-10
CC(=O)c1ccc(N2CCN(S(=O)(=O)c3ccc4c(c3)C(Cl)(Cl)C(=O)N4)CC2)cc1,-1,4
Nc1nnc2cc(Cl)ccc2n1,-3,-1
CN1CCN(c2ccccc2NC(=O)c2ccc(-c3ccccc3)cc2)CC1,12,1
CC1=NN(c2nc(-c3ccc(C)cc3)cs2)C(=O)C1N=Nc1cccc(O)c1 (configuration not stated),-2,15
CC1CCN(CC(=O)Nc2nn(-c3ccccc3)nc2C(N)=O)CC1,0,1
CCc1c(C)sc(NC(=O)c2cc(-c3ccc(OC)c(OC)c3)on2)c1C#N,11,-9
CCC(C)N1C(=S)SC(C)(C)C1N(O)C(=O)NC1CCCCC1 (configuration not stated),-3,0
O=C(Nc1cccc(C(=O)O)c1)/C(=C\c1ccccc1)NC(=O)c1cccc2ccccc12,-3,-1
Cc1cc(CNC(=O)c2cc(-c3ccccc3)nc3ccccc23)nn1C,6,-16
S=C(Nc1ccccc1)Nc1nc2ccccc2n1CCOc1ccc(Br)cc1,-2,23
C=CCn1c(O)c(CN2CCCCC2)c(C)c(C#N)c1=O,14,-11
CN(CCc1cn[nH]c1)C(=O)CC1C(=O)NCCN1Cc1cccc(Oc2ccccc2)c1 (configuration not stated),24,3
Cc1noc(C)c1COC(=O)c1cc(=O)[nH]c2ccccc12,-2,-2
N#C/C(=C(/O)CCl)c1nc(-c2ccccc2)cs1,-10,16
O=C(Cn1cc(C(F)(F)F)cc(Cl)c1=O)Nc1ccc(N2CCOCC2)cc1,2,4
CCOC(=O)c1ccc(NC(=S)N(CCN2CCCCCC2)Cc2cccs2)cc1,35,-6
CCc1nc(SCC(=O)Nc2ccc3c(c2)OCCO3)c2oc3ccccc3c2n1,-5,2
CC1CCc2c(sc(NC(=O)c3nc4ncccn4n3)c2C#N)C1 (configuration not stated),1,6
Cc1cc(NC(=O)CSc2nc3ccc(Cl)cc3[nH]2)no1,25,1
